High-throughput results: PubChem, The Scripps Research Institute Molecular Screening Center
GPR151 ag: activators of human GPR151, primary screen, cell-based, PathHunter beta-arrestin, luminescence; PathHunter beta-arrestin GPR151 cells; activation, % at 11.2 µM; actives 1% (n = 650,000); in the data active = activation above about 4.9%;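 note: 0% = median of compound wells and 100% = cells with positive control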
Target sequence (Q8TDV0 whole entry, looked up): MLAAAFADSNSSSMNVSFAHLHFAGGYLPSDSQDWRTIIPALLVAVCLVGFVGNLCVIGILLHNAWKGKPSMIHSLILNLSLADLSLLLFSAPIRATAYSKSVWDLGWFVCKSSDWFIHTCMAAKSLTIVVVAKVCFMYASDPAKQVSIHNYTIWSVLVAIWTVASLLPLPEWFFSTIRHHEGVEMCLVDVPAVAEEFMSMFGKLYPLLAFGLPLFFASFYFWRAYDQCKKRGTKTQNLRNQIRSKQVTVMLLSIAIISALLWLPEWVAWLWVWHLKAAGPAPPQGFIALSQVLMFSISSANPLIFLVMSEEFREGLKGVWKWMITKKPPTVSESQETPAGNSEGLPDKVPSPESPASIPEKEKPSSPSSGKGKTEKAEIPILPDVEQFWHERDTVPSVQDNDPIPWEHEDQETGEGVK
MITF primary: MITF inhibitors, primary screen, biochemical, AlphaScreen, human. Microphthalmia-associated transcription factor (Homo sapiens), O75030. AlphaScreen MITF homodimerization, bead proximity signal. inhibition, % at 2.6 µM. actives 0.91% (n = 650,000). AID 1259374, 2018; in the data active = inhibition above about 50%;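 note: 0% = vehicle wells with protein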
Target sequence (O75030 whole entry, looked up): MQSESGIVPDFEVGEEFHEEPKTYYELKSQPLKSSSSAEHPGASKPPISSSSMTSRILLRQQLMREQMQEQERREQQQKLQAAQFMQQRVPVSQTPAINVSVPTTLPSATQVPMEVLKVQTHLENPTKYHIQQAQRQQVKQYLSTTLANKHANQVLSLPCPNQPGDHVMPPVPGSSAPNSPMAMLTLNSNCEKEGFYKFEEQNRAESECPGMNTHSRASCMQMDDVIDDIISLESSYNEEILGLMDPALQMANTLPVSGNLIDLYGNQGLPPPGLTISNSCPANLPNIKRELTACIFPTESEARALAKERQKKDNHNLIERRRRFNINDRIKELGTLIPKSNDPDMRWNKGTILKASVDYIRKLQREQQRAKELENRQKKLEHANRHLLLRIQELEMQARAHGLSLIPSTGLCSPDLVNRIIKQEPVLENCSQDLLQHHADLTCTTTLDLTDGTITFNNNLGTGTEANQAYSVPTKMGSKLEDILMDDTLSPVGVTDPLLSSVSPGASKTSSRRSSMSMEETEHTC
FBW7 act: FBW7 E3 ligase activators, primary screen, biochemical, AlphaScreen, human; F-box/WD repeat-containing protein 7 (Homo sapiens), Q969H0; AlphaScreen FBW7–phospho-cyclin E peptide binding, activator screen; normalized activity (activation), % at 26.1 µM; actives 0.13% (n = 650,000); AID 1259310, 2017; in the data active = normalized activity above about 1.9%;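 note: purified mutant Fbw7 with reduced substrate affinity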
TEAD-YAP block: TEAD-YAP interaction inhibition, primary screen, TEAD-YAP interaction inhibitor project, luminescence, HEK-TIYL cells. TEAD-Gal4/YAP UAS-luciferase luminescence. inhibition, % at 9.12 µM. actives 1.4% (n = 640,000). AID 1259422, 2018; in the data active = inhibition above about 32%;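 note: 0% = median of test compound wells and 100% = reference inhibitor wells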
The depositor's hits bear a star.

Start of the data: the first two records, to show the layout:
SMILES	GPR151 ag	MITF primary	FBW7 act	TEAD-YAP block
C=CCC(O)(CC=C)C(C)NC(=O)c1cccc(OC2CCN(C(=O)C3CC3)CC2)c1 (configuration not stated)	-1.5	4	0.0	-1
CC(C)(C)C(=O)N1N=C(c2cccc(NS(C)(=O)=O)c2)CC1c1cccc(F)c1 (configuration not stated)	1.6	10	-0.1	-6

The listing, from the first entry:
SMILES	GPR151 ag	MITF primary	FBW7 act	TEAD-YAP block
C=CCC(O)(CC=C)C(C)NC(=O)c1cccc(OC2CCN(C(=O)C3CC3)CC2)c1 (configuration not stated)	-1.5	4	0.0	-1
CC(C)(C)C(=O)N1N=C(c2cccc(NS(C)(=O)=O)c2)CC1c1cccc(F)c1 (configuration not stated)	1.6	10	-0.1	-6
CCOc1ccccc1NC(=O)c1c(NC(=O)c2ccc(C)cc2)sc2c1CCCC2	0.0	-2	-0.1	5
O=C1CC(=O)N(CCc2ccc(F)cc2)C(=O)N1	1.4	3	0.0	14
O=C(C1CCC(Cn2c(=S)[nH]c3ccccc3c2=O)CC1)N1CCCC1 (configuration not stated)	0.8	16	0.0	6
COc1cccc(C(=O)Oc2ccc(N3C(=O)C4CCCCC4C3=O)cc2)c1 (configuration not stated)	0.5	9	0.2	1
O=C(NCCOc1ccccc1)c1cncc(-c2csc3ccccc23)c1	-0.6	-14	0.1	-3
CCOc1ccc(/C(O)=C2/C(=O)C(=O)N(CCCN3CCOCC3)C2c2ccc(Cl)cc2)c(C)c1 (configuration not stated)	2.5	1	-0.1	0
CCOc1ccc(C(=O)Nc2ccc(-c3nc4ccccc4[nH]3)cc2)cc1[N+](=O)[O-]	2.4	1	0.7	-4
CCOC(=O)c1sc(NC(=O)C(C)C)c(C#N)c1C	0.4	1	0.3	-2
COc1cccc(N2CCN(c3ncnc4c3cnn4-c3ccc(Cl)cc3)CC2)c1	1.4	1	0.0	-10
Cc1ccccc1N(Cc1c(F)cccc1Cl)S(C)(=O)=O	-0.1	-12	0.2	4
O=C(NCc1ccc(F)cc1)c1cc(S(=O)(=O)N2CCCC2)c(Cl)cc1Cl	-0.3	10	0.2	1
CCc1cc(OCCCCN2CCNCC2)ccc1Cl	6.4*	54*	0.0	-15
Cc1ccc2c(C)nc(N3CCCC(C(=O)N(CCO)Cc4ccccc4)C3)nc2c1 (configuration not stated)	-0.4	7	0.3	-4
COc1cc(/C=N/NC(=O)c2cc(C)[nH]n2)cc(OC)c1OC(C)=O	1.2	9	0.1	0
O=C(CCCCCn1c(=S)[nH]c2cc3c(cc2c1=O)OCO3)N1CCN(Cc2ccc3c(c2)OCO3)CC1	0.9	7	0.0	6
COCCc1ncc(CN2CCCC(C(=O)Nc3ccc(-n4ccnc4C)cc3)C2)cn1 (configuration not stated)	-1.9	-2	0.1	3
Nc1nc(SCC(=O)NNc2c(Cl)cc(Cl)cc2Cl)n[nH]1	-0.5	14	0.6	-4
COc1ccc(-c2cc(C(F)(F)F)n3nc(C(=O)Nc4cccnc4Cl)cc3n2)cc1	0.3	18	0.4	6
COc1ccc(-c2nnc(Nc3ccc4c(c3)ncn4-c3ccc(C)cc3)c3ccccc23)cc1	1.2	-1	-0.1	-17
Cc1ccc(N(C)S(=O)(=O)c2ccc3[nH]cc(C(=O)N4CCc5ccccc5C4)c(=O)c3c2)cc1C	3.9	0	0.8	13
Cc1ccc(S(=O)(=O)NC(=O)c2cc(C)n(CCN(C(C)C)C(C)C)c2C)cc1	0.0	-10	0.0	-2
C=CCOC(=O)C1=C(C)NC(=O)NC1c1ccccc1Cl (configuration not stated)	-1.3	9	-0.1	-5
COc1ccccc1C1(NC(=O)c2cccc3c2C(=O)N(C)C3)CCCC1	-0.8	-4	0.0	5
CCOC(=O)CC(=O)N1CCc2nc(C)nc(N3CCCC3)c2C1	-0.4	17	0.1	-3
O=C1CCC(C(=O)Nc2ccc(Cl)cc2)=NN1	0.3	-16	-0.1	-45
CCN(CC(=O)NCc1ccc(F)cc1)c1ccc(C(N)=O)cc1[N+](=O)[O-]	0.4	-3	0.0	-13
CCc1nnc(NC(=O)CC(C)c2ccccc2)s1 (configuration not stated)	-0.2	-2	0.1	-6
Cc1ccc(C(=O)Cn2nnc(-c3ccccc3N)n2)cc1	-0.3	3	-0.1	-11

Random excerpt: 2 compounds from above, in no set order.
SMILES	GPR151 ag	MITF primary	FBW7 act	TEAD-YAP block
CCN(CC(=O)NCc1ccc(F)cc1)c1ccc(C(N)=O)cc1[N+](=O)[O-]	0.4	-3	0.0	-13
COc1ccc(-c2nnc(Nc3ccc4c(c3)ncn4-c3ccc(C)cc3)c3ccccc23)cc1	1.2	-1	-0.1	-17

New compounds follow
SMILES	GPR151 ag	MITF primary	FBW7 act	TEAD-YAP block
Cc1noc(/C=C/c2ccco2)c1S(=O)(=O)N1CCC(C(=O)N2CCCC(C)C2)CC1 (configuration not stated)	2.0	19	-0.1	1
O=C(Nc1ccccc1-c1ccccc1)NC1CC2CCC(C1)N2Cc1ccco1 (configuration not stated)	0.1	-15	0.1	11
Cc1ccc(/C=C/C(=O)NCc2ccccc2)o1	-0.4	4	-0.1	0
CC(=O)c1c(C)cc(C)c(CSc2nnc(N)s2)c1C	0.6	12	0.0	3
O=C(Nc1ccc(Cl)cc1)c1ccc(S(=O)(=O)N2CCCCC2)cc1	0.5	-4	0.1	-3
CN(C(=O)CC1C(=O)NCCN1Cc1ccc(Cl)c(F)c1)C1CCOCC1 (configuration not stated)	0.3	7	0.0	1
CC(=O)Nc1ccc(NC2SC(=O)N(c3ccccc3)C2=O)cc1 (configuration not stated)	0.3	0	-0.1	-4
CCOc1ccc(CC(=O)NCCS(=O)(=O)N2CCc3cc(OC)c(OC)cc3C2)cc1	0.2	7	0.3	7
Cc1ccc2nc(-c3ccc(Cl)cc3)cc(C(=O)OCC(=O)c3cccc([N+](=O)[O-])c3)c2c1	-0.3	0	1.0	6
CCc1c(C)nc(N)n2c(SCC(=O)N(CC)CC)nnc12	-0.6	-8	-0.1	1
O=S(=O)(NCC(c1ccc2c(c1)OCO2)N1CCN(c2ccc(F)cc2)CC1)c1cccs1 (configuration not stated)	-0.5	6	-0.2	6
COc1cc(C2CC(=O)N3C(=C2C#N)SCC3(O)c2ccc(C)cc2)ccc1O (configuration not stated)	-1.1	6	0.0	-14
Nc1nc(NC(=O)/C=C/c2ccc(F)cc2)nn1-c1ccccc1	11*	6	-0.1	5
Cc1ccc(OCC(=O)Nc2ccc(S(=O)(=O)N3CCCCCC3)cc2)cc1	1.6	2	0.1	7
CCOc1ccc(NC(=O)Nc2cc(C)ccc2F)cc1	-2.4	-12	-0.2	-45
COCCCNc1ccc([N+](=O)[O-])cc1C(=O)N(C)C1CCCCC1	2.8	9	-0.1	2
CN1CCN(C(=O)c2ccc(-c3nc(Nc4ccccc4)c4ncn(-c5ccccc5)c4n3)cc2)CC1	-0.6	12	0.2	-5
CN1CCN(CC(=O)Nc2sc3c(c2C(=O)NCc2ccccc2)CCCC3)CC1	-1.1	2	0.0	-3
Cc1c(C(=O)NC(C)C)oc2c1-c1[nH]ncc1CC2	1.9	8	0.5	1
Cc1ccc(Cl)c(Oc2nnnn2-c2ccccc2)c1	-0.9	-1	0.1	-9

Brought forward from above: five compounds, then new ones.
SMILES	GPR151 ag	MITF primary	FBW7 act	TEAD-YAP block
COCCCNc1ccc([N+](=O)[O-])cc1C(=O)N(C)C1CCCCC1	2.8	9	-0.1	2
CN1CCN(C(=O)c2ccc(-c3nc(Nc4ccccc4)c4ncn(-c5ccccc5)c4n3)cc2)CC1	-0.6	12	0.2	-5
CN1CCN(CC(=O)Nc2sc3c(c2C(=O)NCc2ccccc2)CCCC3)CC1	-1.1	2	0.0	-3
Cc1c(C(=O)NC(C)C)oc2c1-c1[nH]ncc1CC2	1.9	8	0.5	1
Cc1ccc(Cl)c(Oc2nnnn2-c2ccccc2)c1	-0.9	-1	0.1	-9
CCOC(=O)c1nnn(CC(=O)NC(=O)Nc2ccccc2F)c1C(=O)OCC	-1.2	4	0.3	-1
COc1ccc(C)cc1NC(=O)c1ocnc1C	-1.5	6	1.1	-4
CCCCOc1ccc(C(=O)NCc2ccc(C(C)(C)C)cc2)cc1	1.5	4	0.0	1
Cc1ccc(C(=O)Nc2ccc(Br)cc2)cc1S(=O)(=O)Nc1ccc(Br)cc1	1.4	7	1.0	3
O=C(c1cc(COc2ccc(F)cc2Cl)on1)N1C[C@@H]2CCC[C@H]1C2	-0.3	-3	0.2	-38
Cc1cc(NC(=O)CN2C(=O)CC(C)Sc3ccccc32)no1 (configuration not stated)	-0.9	2	0.0	-4
Cc1ccc(Nc2nc(-c3ccc(Cl)cc3)cs2)cc1Cl	0.5	-4	-0.2	-12
CC(=O)c1ccc(NC(=O)COc2cc(C)c(Br)c(C)c2)cc1	-0.4	1	0.1	-63
COc1cccc(-n2nc(C(=O)NCCCN3CCCCCC3)c3ccccc3c2=O)c1	-1.6	14	0.0	3
CCCc1cc(C(=O)Nc2cc(OC)ccc2OC)cs1	0.4	-5	-0.1	-7

Results in MITF primary, for some of the entries so far:
canonical_smiles,MITF primary
O=C1CC(=O)N(CCc2ccc(F)cc2)C(=O)N1,3
O=C(C1CCC(Cn2c(=S)[nH]c3ccccc3c2=O)CC1)N1CCCC1 (configuration not stated),16

Further compounds follow.
SMILES	GPR151 ag	MITF primary	FBW7 act	TEAD-YAP block
CCOc1ccc(N2C(=O)NC(=O)/C(=C\c3ccc(N(CC)CC)cc3OC)C2=O)cc1	0.5	3	0.0	10
S=c1oc(-c2ccncc2)nn1CCc1ccncc1	-1.3	21	-0.1	4
O=C(NC1(c2ccc(F)cc2)CCCC1)c1cncnc1	0.5	10	-0.1	0
CCOC(=O)c1c(C)oc2ccc(OC(=O)c3ccc(OC)cc3)cc12	-1.5	5	-0.1	1
COc1ccccc1NC(=O)CN1C(=O)c2ccc([N+](=O)[O-])cc2C1=O	-0.8	12	0.0	-2
CCS(=O)(=O)Nc1cccc(C2=NN(C(=O)c3ccco3)C(c3ccccc3O)C2)c1 (configuration not stated)	-2.4	4	0.4	-2
Cc1ccccc1NC(=O)N1CCOc2ccccc21	-2.3	-4	-0.2	-8
O=C(C1=CCCC1)N1CCC2(CC1)CC2C(=O)N1CCN(C/C=C/c2ccccc2)CC1 (configuration not stated)	-1.1	13	0.1	5
Cn1c(C(=O)NCCCN2CCCC2=O)cc2sccc21	-2.2	5	0.0	-8
O=C(O)CSc1nc2c(-c3ccco3)c3c(nc2o1)CCCC3	3.8	7	0.0	5
CCc1ccc(OCC(O)CN2CCN(c3ccccc3F)CC2)cc1 (configuration not stated)	0.8	5	-0.2	-5
COC(=O)c1ccc(NC(=O)CN(Cc2ccc(Cl)cc2)S(=O)(=O)c2ccc(C)cc2)cc1	-0.3	0	-0.1	11
N=C1/C(=C/c2ccc(OCCOc3ccccc3Cl)cc2)C(=O)N=C2SC(COc3ccccc3)=NN12	-0.8	7	0.4	-8
O=C(c1ccccc1)N1CCN(CC(O)COc2ccccc2Cl)CC1 (configuration not stated)	-1.0	-4	0.0	-9
CCc1ccc(OCCCC(=O)Nc2ccc(S(=O)(=O)Nc3cc(C)nc(C)n3)cc2)cc1	-0.5	5	0.2	4
Cc1cc2cc(CN(CCO)S(=O)(=O)c3ccc(F)cc3)c(=O)[nH]c2cc1C	0.3	0	-0.1	-12
CCc1nnc(NC(=O)Cn2ncc3c(=O)oc4ccc(C)cc4c32)s1	-0.3	-5	0.0	7
COc1ccc(N2CCN(c3ncnc4sc(C(=O)Nc5cc([N+](=O)[O-])ccc5OC)c(C)c34)CC2)cc1	-0.6	6	0.1	-2
O=C(NC1CCCCC1)c1cccc2nc3ccccc3nc12	0.6	-2	0.3	5
COC(=O)/C=C/c1ccc(C(=O)C2CC2)cc1	-0.7	8	-0.1	-30
CCOC(=O)C1CCN(C(=O)Nc2ccc(C)cc2)CC1	0.2	11	0.3	-4
CC(C)C(=O)N1c2ccccc2NC2=C(C(=O)CC(c3ccccc3)C2)C1c1cccs1 (configuration not stated)	2.1	0	-0.1	15
CCCCOC(=O)c1cccc(NC(=O)c2ccc(OC)c(OC)c2)c1	-1.4	7	0.4	-4
CCc1ccc(C(=O)/C=C\Nc2ccc(S(N)(=O)=O)cc2)cc1	-0.4	2	0.0	-5
COc1ccc(C2NC(=S)NC(C)=C2C(=O)N2CCOCC2)cc1 (configuration not stated)	-0.5	11	0.0	2
COC(=O)C1=C(N)N(c2ccccc2[N+](=O)[O-])C2=C(C(=O)CCC2)C1c1ccc(OC)cc1 (configuration not stated)	-0.6	-5	0.9	-10
CC(C)NCCOCCOc1ccccc1I	-1.2	37	0.6	-6
CCn1c(SCc2ccc(Cl)cc2Cl)nc2c1c(=O)n(C)c(=O)n2C	0.3	-8	0.1	3
CCc1ccc2oc(-c3ccc(C)c(NC(=O)c4oc(=O)c5ccccc5c4-c4ccccc4)c3)nc2c1	2.3	11	0.0	-15
CN(C(=O)CSCC(=O)Nc1ccc(Cl)cc1)C1CCCCC1	-1.4	-13	0.0	2
Cc1ccc(S(=O)(=O)N(CC(C)C)CC(C)C)cc1	2.1	10	0.8	5
O=C(Nc1ccccc1)C1CC(=O)N(c2ccc(Cl)cc2)C1 (configuration not stated)	1.7	12	0.7	3
COc1ccc(S(=O)(=O)Nc2cccc(N(C)S(C)(=O)=O)c2)cc1OC	7.8*	-3	0.0	1
COc1ccc(C(=O)N(c2ccc(C)cc2)S(=O)(=O)c2ccc(C)cc2)cc1	-0.5	-7	0.2	10
COc1ccc(S(=O)(=O)N(CCc2ccccc2)CC(=O)Nc2cc(C)cc(C)c2)cc1OC	0.5	4	0.0	-4
